Screens: PubChem, several laboratories
HRas wt GTP bind = modulators of GTP binding to human HRas wildtype. P01112. GST-Ras wt beads, Bodipy-FL-GTP binding, flow cytometry; actives lie on both sides. GTP binding activity, % at 10 µM. 190,000 compounds, 0.14% hits;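 active means GTP binding activity at least 20% away from the 100% baseline, either lowered as inhibitor or raised as activator; inconclusive means flagged as likely green fluorescent, judged across all proteins in the well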;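 further: 0% = unlabeled GTP competition control and 100% = no-compound control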
Target sequence (P01112 whole entry, looked up): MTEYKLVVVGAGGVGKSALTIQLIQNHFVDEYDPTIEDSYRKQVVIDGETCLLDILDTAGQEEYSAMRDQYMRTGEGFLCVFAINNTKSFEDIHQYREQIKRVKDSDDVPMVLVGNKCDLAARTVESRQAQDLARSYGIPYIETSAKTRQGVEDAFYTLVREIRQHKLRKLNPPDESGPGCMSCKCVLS
Mcl1-Bid inh = Mcl-1/Bid interaction inhibition | Q07820 | TR-FRET Mcl-1/Bid-Dy647 peptide binding, 1536-well | inhibition, % at 21.7 µM | 220,000 compounds, 0.97% hits | AID 1021;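 active means compounds that cut the binding signal by more than half at the single screening dose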;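 further: His-tagged Mcl-1 with europium anti-His antibody binding Bid BH3 peptide; 0% = Mcl-1 plus peptide wells and 100% = peptide-only wells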
Target sequence (Q07820 whole entry, looked up): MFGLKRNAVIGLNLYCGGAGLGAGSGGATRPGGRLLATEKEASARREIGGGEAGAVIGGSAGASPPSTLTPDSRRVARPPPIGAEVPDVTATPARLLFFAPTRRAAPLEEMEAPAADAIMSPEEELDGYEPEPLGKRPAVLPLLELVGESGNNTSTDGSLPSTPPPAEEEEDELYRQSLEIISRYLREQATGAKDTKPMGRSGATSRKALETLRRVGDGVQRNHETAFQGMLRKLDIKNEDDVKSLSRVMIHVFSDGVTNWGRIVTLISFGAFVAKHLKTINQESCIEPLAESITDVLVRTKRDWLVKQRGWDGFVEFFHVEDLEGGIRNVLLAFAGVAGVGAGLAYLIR
Rac1 mut GTP = human Rac1 activated mutant GTP binding change; 190,000 compounds, 0.11% hits; percent activity (GTP binding), % at 10 µM; P63000; GST-Rac1 activated beads, fluorescent GTP binding, flow cytometry; actives lie on both sides; 100% means binding = to untreated wells; AID 764;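 active means GTP binding at least 20 percentage points away from the 100% baseline, in either direction, so actives lie on both sides; inconclusive means Compound likely fluorescent itself, or too few beads counted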
Cdc42 wt GTP = modulators (inhibitors or activators) of GTP binding to human Cdc42 wildtype; 190,000 compounds, 0.2% hits; GST-Cdc42 beads, Bodipy-GTP binding, flow cytometry; actives lie on both sides; percent activity (GTP binding), % at 10 µM;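 active means percent activity GTP binding at least 20 points away from the 100% baseline, either down as inhibitor or up as activator; inconclusive means compound flagged as likely green fluorescent from well-wide comparison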;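 further: median bead fluorescence of bound Bodipy-FL-GTP at 100 nM; 0% = excess unlabeled GTP control and 100% = no compound control; below 100% means less GTP binding so inhibitor and above means activator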
Target sequence (P60953 whole entry, looked up): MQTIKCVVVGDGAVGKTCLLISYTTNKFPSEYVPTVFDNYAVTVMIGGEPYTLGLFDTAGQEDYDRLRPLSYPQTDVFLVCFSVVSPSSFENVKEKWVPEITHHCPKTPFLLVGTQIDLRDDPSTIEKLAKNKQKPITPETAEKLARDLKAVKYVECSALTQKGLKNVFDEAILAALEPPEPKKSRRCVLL
Mcl-1 Bim block = human Bim-Mcl-1 interaction inhibition | AID 1009 | Q07820 | 190,000 compounds, 0.1% hits | inhibition, % at 10 µM | Bead-based flow cytometry, Bim peptide-Mcl-1 binding; in the data active means inhibition above about 40%;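 further: 0% = no compound tracer wells and 100% = peptide blocker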
Pf gamet viab = P. falciparum stage V gametocyte viability inhibition; P. falciparum stage V gametocytes, ATP luminescence, 24 h; 150,000 compounds, 0.065% hits; inhibition, % at 10.9 µM;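 active means inhibition above the mean plus 3 SD of compounds within the control limits, set per campaign, cut at about 38% in these data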;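 further: 0% = DMSO wells and 100% = medium only without gametocytes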
Mcl1 Noxa PPI = disrupts binding of human Mcl-1 to Noxa peptide. TR-FRET Mcl-1/Noxa peptide binding, 2 h. 220,000 compounds, 1.5% hits. inhibition, % at 21.7 µM. AID 1022;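 active means compounds that cut the protein-peptide binding signal by more than 50% relative to plate controls in a single-dose test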;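 further: His-tagged Mcl-1 with rhodamine Noxa BH3 peptide and terbium anti-His antibody; 0% = Mcl-1 plus Noxa peptide wells and 100% = peptide-only wells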
Rab2A wt mod = changes GTP binding to wildtype dog Rab2A, up or down; GST-Rab2 wt beads, Bodipy-GTP binding, flow cytometry; GTP binding activity, % at 10 µM; 190,000 compounds, 0.19% hits; AID 760;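 active means GTP binding activity at least 20 points away from 100%, either lowered or raised; inconclusive means signal likely due to the compound's own green fluorescence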;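 further: 0% = beads with excess unlabeled GTP and 100% = no-compound control corrected for plate trend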
Rac1 wt modul = modulators of human Rac1 wildtype GTP binding. P63000. GTP binding activity (% of control), % at 10 µM. GST-Rac1 beads, fluorescent GTP binding, flow cytometry; actives lie on both sides; 0 = cold GTP competed, 100 = untreated. 190,000 compounds, 0.27% hits;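 active means GTP binding activity at least 20 points away from the 100% control level, either lower or higher; inconclusive means compound flagged as likely green fluorescent, judged across all proteins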
Rab7 wt modul = alters GTP binding to wildtype dog Rab7; 190,000 compounds, 0.055% hits; GST-Rab7 beads, fluorescent GTP binding, flow cytometry; actives lie on both sides; untreated = 100%, excess cold GTP = 0%; GTP binding activity (percent of control), % at 10 µM;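 active means fluorescent GTP binding to Rab7 beads changed by at least 20 points from the 100% baseline, either direction, mostly lower; inconclusive means compound itself probably fluorescent, or too few beads counted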;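 further: median green fluorescence of bound Bodipy-FL-GTP per Rab7 bead population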
RGS8-Gao = modulates binding of RGS8 to human Galphao. P09471. multiplexed bead flow cytometry; actives lie on both sides. response (percent of control binding), % at 10 µM. 220,000 compounds, 0.34% hits. AID 1423; in the data active means response below about 60% or above about 140%; inactive means in between;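 further: Galphao activated as the GDP aluminium fluoride complex binding bead-coupled RGS8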
Target sequence (P09471 whole entry, looked up): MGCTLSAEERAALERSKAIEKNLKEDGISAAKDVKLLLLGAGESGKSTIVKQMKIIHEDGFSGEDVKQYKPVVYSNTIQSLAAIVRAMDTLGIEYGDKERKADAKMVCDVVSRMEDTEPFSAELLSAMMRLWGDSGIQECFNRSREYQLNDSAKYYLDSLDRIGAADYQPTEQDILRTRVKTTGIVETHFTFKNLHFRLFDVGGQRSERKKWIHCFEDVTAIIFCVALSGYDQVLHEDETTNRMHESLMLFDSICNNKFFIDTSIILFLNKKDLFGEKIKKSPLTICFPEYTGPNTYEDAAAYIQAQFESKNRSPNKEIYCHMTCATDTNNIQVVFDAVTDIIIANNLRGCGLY
Numbers without * were called inactive; ? = inconclusive; nt = no result given.

SMILES	HRas wt GTP bind	Mcl1-Bid inh	Rac1 mut GTP	Cdc42 wt GTP	Mcl-1 Bim block	Pf gamet viab	Mcl1 Noxa PPI	Rab2A wt mod	Rac1 wt modul	Rab7 wt modul	RGS8-Gao
COc1ccc(C(=O)CCN2CCN(c3ccccc3F)CC2)cc1	97	-7	92	95	1	15	0	93	99	94	100
C#CCOCCOCCOCCNc1nc(N2CCN(C(=O)[C@H](Cc3cc4ccccc4[nH]3)n3cc([C@@H](N)C(C)CC)nn3)CC2)nc(N2CCN(C(=O)[C@H](CCCCN)n3cc([C@@H](N)CO)nn3)CC2)n1 (stereo not given in full)	95	20	96	95	-3	nt	27	96	100	97	104
O=C1COc2ccccc2N1Cc1ccccc1Cl	100	-16	97	98	0	nt	-21	100	102	100	98
CCN(CC(=O)NCc1cccs1)C(=O)c1cc(S(=O)(=O)N2CCOCC2)ccc1C	95	6	93	95	-4	nt	6	92	92	95	101
Nc1ccnn1Cc1ccc(Br)s1	102	-25	102	106	-4	-1	0	101	105	102	103
CCOC(=O)C1CN(S(=O)(=O)c2ccc(C)cc2)CCN1S(=O)(=O)c1ccc(C)cc1 (stereo not given)	102	1	100	102	-3	-10	5	104	106	99	99
CCOC(=O)C1CCCc2c1[nH]c1c(C(=O)O)cccc21 (stereo not given)	99	12	96	99	-3	nt	-4	98	100	98	99
Cn1nnnc1SCCNCc1cccc2ccccc12	103	-6	101	104	0	13	10	99	105	100	106
C=CCNc1nc(Nc2ccccc2F)nc(OCC)n1	97	-15	92	99	0	10	8	96	96	100	98
Cc1ccc(CNC(=O)CN(Cc2cccs2)C(=O)C2(C)CC(=O)N=C3C=CC=CN32)cc1 (stereo not given)	101	-14	97	101	-3	15	-16	97	103	100	102
COC(=O)COc1ccc(=O)n(-c2ccccc2)n1	103	-12	98	105	1	nt	9	104	105	103	102
C=C1C(O)C[C@H]2C(=C)CCC3[C@H](OC(=O)[C@]3(O)CO)[C@@H]12 (stereo not given in full)	99	-3	97	98	-3	-5	-1	95	97	98	102
O=CN1CCN(C(=O)c2ccccc2Cl)CC1	99	-6	98	98	0	-11	0	98	104	101	89
O=C(NCc1cc(C(F)(F)F)cc(C(F)(F)F)c1)C1CC(c2cccc([N+](=O)[O-])c2)=NO1 (stereo not given)	96	-7	98	98	-5	nt	12	98	98	97	111
CCCCNC(=O)C(=O)c1ccccc1NC(C)=O	86	-6	84	81	2	nt	3	88	80	96	99
COc1ccc(-c2cc(C(F)(F)F)nc(SCC(=O)NCc3cnn(C)c3C)n2)cc1OC	99	6	98	103	-4	13	6	99	106	97	106
COc1cccc(N2CCN(CC(=O)c3c(C)[nH]c4ccccc34)CC2)c1	103	-7	101	100	-5	nt	4	104	107	104	15*
COc1cc(-c2cc(-c3ccccc3)nc(SCC(=O)Nc3nccs3)c2C#N)cc(OC)c1OC	100	nt	99	102	-6	nt	nt	100	102	96	102
O=[N+]([O-])c1cc(S(=O)(=O)N2CCCC2)ccc1NN=C1CCCCC1	100	-14	100	99	-4	nt	14	96	104	98	102
COC(=O)c1ccc(NC(=S)N2CCN(Cc3ccc(Cl)cc3)CC2)cc1	103	-92	101	102	-2	5	10	99	102	97	103
OC(COc1ccccc1)CSc1ncn[nH]1 (stereo not given)	104	-12	98	104	0	nt	-6	103	99	99	101
COc1ccc(N2CC(C(=O)Nc3ccc4c(c3)OCO4)CC2=O)cc1 (stereo not given)	101	-9	98	101	1	nt	19	101	99	99	100
Cc1ccc(CN2CCSc3ccc(C(=O)NC4CCN(Cc5ccccc5)CC4)cc32)cc1	97	-16	95	96	-1	7	-17	99	102	98	101
CCCOP(=O)(OCCC)C1(Nc2ccc(C)cc2)CCCCC1	97	-18	95	102	-1	nt	11	100	96	99	100
CCCCCCCC1CC(CSC(=N)N)OC1=O (stereo not given)	103	-22	99	106	1	-11	9	106	108	103	99

Next section; the last 2 above are carried over.
SMILES	HRas wt GTP bind	Mcl1-Bid inh	Rac1 mut GTP	Cdc42 wt GTP	Mcl-1 Bim block	Pf gamet viab	Mcl1 Noxa PPI	Rab2A wt mod	Rac1 wt modul	Rab7 wt modul	RGS8-Gao
CCCOP(=O)(OCCC)C1(Nc2ccc(C)cc2)CCCCC1	97	-18	95	102	-1	nt	11	100	96	99	100
CCCCCCCC1CC(CSC(=N)N)OC1=O (stereo not given)	103	-22	99	106	1	-11	9	106	108	103	99
COC(=O)c1c(NC(=O)C2C3CCC(C3)C2C(=O)O)sc2c1CCCCC2 (stereo not given)	93	-25	93	93	-1	18	16	93	95	103	99
C=C(C)Cn1c(N2CCC(Cc3ccccc3)CC2)nc2c1c(=O)[nH]c(=O)n2C	97	-9	95	99	-4	17	5	96	96	99	101
CCOc1ccc(-n2c(-c3ccc(Cl)cc3)c[n+]3c2SCC3)cc1	98	-23	96	96	0	13	11	100	98	104	99
Cc1nc2ccccc2nc1OCC(=O)Nc1ccc2ccccc2c1	99	3	97	100	-3	-19	16	97	100	99	99
O=C(COC(=O)c1ccccc1NC(=O)c1ccco1)Nc1ccc2c(c1)OC(F)(F)O2	95	1	93	94	-4	15	0	95	93	98	71
Cc1cc(C)nc(Sc2c(F)c(F)c(C(F)(F)F)c(F)c2F)n1	102	-3	99	102	-2	18	-3	102	101	100	106
COC(=O)c1ccccc1OCCCCN1CC(C)OC(C)C1 (stereo not given)	102	30	103	106	-9	nt	2	102	110	101	99
NC(=S)n1[nH]c(-c2ccc([N+](=O)[O-])cc2)c(N=Nc2cccc([N+](=O)[O-])c2)c1=O	?	82*	?	?	1	-5	85*	?	?	?	100
COCCn1nnnc1C(c1cccs1)N1CCN(c2cccc(C(F)(F)F)c2)CC1 (stereo not given)	100	3	98	100	-1	20	18	98	101	95	104
C/C(Cc1ccccc1)=N\NC(=O)CNC(=O)c1ccc(Br)cc1	103	-15	101	101	-4	10	1	101	105	105	99
COc1ccccc1CN1C(=O)CCC1(C)C(=O)NC1CCCCCC1 (stereo not given)	97	-11	97	100	-4	11	5	97	99	95	99
COc1ccc(NC(=O)CSc2ccccn2)cc1OC	100	-17	101	106	-4	nt	-6	102	105	102	101
C/C(=C\C(=O)C(F)(F)F)Nc1cc(C)cc(C)c1	98	-20	93	98	0	nt	5	96	98	94	102
O=C(O)CCn1c2c(c3ccccc31)CCCC2	101	10	98	100	0	23	27	100	101	98	103
O=C(NCC1CCCO1)c1ccc(CNS(=O)(=O)c2ccc(F)c(Cl)c2)cc1 (stereo not given)	103	-24	101	99	0	-6	8	103	104	108	101
Cc1ccsc1/C=N/Nc1nc2ccccc2s1	101	5	99	104	-3	-30	36	102	105	105	102
Cc1ccc(CNC(=O)CS(=O)Cc2nc(-c3ccccc3C)oc2C)cc1 (stereo not given)	98	-14	96	97	0	nt	-22	98	100	95	102
CCCN(Cc1nnc(-c2ccccc2Cl)o1)C(=O)c1cc([N+](=O)[O-])cc([N+](=O)[O-])c1	99	-36	97	98	-1	-19	6	99	106	97	102
CC1CN(CC(O)COC2CCC(C(C)(C)C)CC2)CC(C)O1 (stereo not given)	98	-7	93	98	-1	1	29	98	96	104	98
C[N+]1(CCNC(=O)/C=N/O)CCCCC1	103	-5	99	104	-3	4	-9	104	102	102	102
COC(=O)CC(NC(=O)c1ccco1)c1ccc(C(C)C)cc1 (stereo not given)	99	6	99	99	2	-11	-9	98	100	97	96
C=CCNC(=S)N1CCOCC1	96	-36	96	97	3	-13	-10	96	97	95	100
COc1ccc(-c2nc(CN3CCN(c4ncnc5ccccc45)CC3)c(C)o2)c(OC)c1	97	-28	97	97	-4	nt	9	96	101	94	101
C=CCN=C1SCC(=O)N1S(=O)(=O)c1ccccc1	98	-11	97	97	-7	nt	22	98	99	96	93
O=C(Cc1ccc(F)cc1)N/N=C/c1ccncc1	99	1	97	98	-2	-1	1	98	97	96	94

(continued)
SMILES	HRas wt GTP bind	Mcl1-Bid inh	Rac1 mut GTP	Cdc42 wt GTP	Mcl-1 Bim block	Pf gamet viab	Mcl1 Noxa PPI	Rab2A wt mod	Rac1 wt modul	Rab7 wt modul	RGS8-Gao
O=C(c1ccc(-c2nnc(Nc3cccc(Cl)c3)c3ccccc23)cc1)N1C[C@H]2C[C@H](C1)c1cccc(=O)n1C2	96	6	99	94	0	-11	1	100	94	100	102
Cc1ccc(NC(=O)CN2CCC(NC(=O)Cc3ccccc3)CC2)cc1C	103	5	101	106	-1	26	-14	101	103	98	101
Cc1[nH]c2ccccc2c1/C=N/Nc1nc(Nc2ccccc2)nc(N2CCOCC2)n1	99	-48	99	99	2	13	22	97	101	96	98
CCCCC(CC(O)COCC(C)C)C(=O)NNC(=S)Nc1ccccc1 (stereo not given)	104	-36	101	103	-8	5	1	101	106	102	93
c1ccc(-n2nnnc2Sc2n[nH]c(-c3ccncc3)n2)cc1	?	7	?	?	0	-25	9	?	?	?	99
COc1ccccc1NC(=O)NCCN1CCN(C(=O)Nc2ccccc2OC)CC1	104	-12	101	103	0	-11	5	101	105	103	92
CC(C)[C@H](NC(=O)c1ccc(F)cc1)C(=O)NC1=NCCS1	100	-11	95	98	1	1	3	99	97	107	107
O=c1oc2ccccc2cc1-c1nc(-c2ccccc2)no1	96	-22	94	95	2	nt	-12	95	96	97	103
COCCNC(=S)NC1CC2CCCC(C1)N2Cc1cccs1 (stereo not given)	100	-25	99	103	0	-6	1	100	103	97	100
CC1(C)CC(=O)C(C=NCCN2CCN(C(=O)c3ccc(Br)cc3)CC2)=C(O)C1	97	-13	96	97	-5	nt	2	99	98	100	87
CCn1ncc(Br)c1C(=O)Nc1ccc(F)cc1F	100	-33	97	99	1	12	1	100	100	98	88
CS(=O)(=O)N1CCN(C(=O)COc2ccccc2)CC1	96	2	96	94	0	nt	-1	96	99	91	102
COC(=O)C(C)(C)ONC(=O)Nc1ccc(Br)cc1	97	1	96	96	-7	15	1	93	101	95	106
CC1CCCN(C/C=C/c2ccccc2[N+](=O)[O-])C1 (stereo not given)	105	-27	103	108	-3	-4	13	105	106	99	103
O=C(CCCC(=O)OCC(Cl)=C(Cl)Cl)Nc1cccc(F)c1	93	-18	91	94	-3	0	nt	93	91	94	99
Cc1cccc(NC(=O)c2sc(Cl)nc2C)c1C	101	5	100	102	-1	-7	10	99	103	102	99
CCOC(=O)c1ccccc1N=N/C(C(C)=O)=C(/C)O	99	0	99	102	-6	-28	6	99	103	96	105
Cc1ccc(NC(=O)c2ccccc2F)cc1S(=O)(=O)N1CCCCCC1	?	4	?	?	0	2	-17	?	?	?	105
Cc1ccc(C(=O)NCC(=O)OCC(=O)/C=C2\N(C)c3ccccc3C2(C)C)cc1C	102	5	99	101	-5	nt	21	99	105	105	98
CCCC1=NCCn2cccc21	97	-20	96	98	0	nt	10	97	101	102	103

Random draw from the library, and some 2.9% of all compounds hit somewhere here.
